Screening data deposited in PubChem by National Center for Advancing Translational Sciences (NCATS).
USP2a block: blocks human ubiquitin-specific protease USP2a | O75604 | USP2 core, Ub-CHOP2 coupled fluorogenic reporter, 485/531 | Potency, µM (series often up to 38.3 µM), without a hit: at the top dose activity change, negative = inhibition, hits mostly inhibitors | 330,000 tested, 0.01% active;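 also: potency is read from the fitted curve at half-maximal effect; plate controls were DMSO wells for no effect and full inhibition by NEM control for full effect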
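Cell-free coupled assay: 10nM USP2 core preincubated 30min RT with compound in Tris-HCl pH 8.0/CaCl2/CHAPS buffer, then 25nM Ub-CHOP2 and 25nM reporter substrate; fluorescence (Ex 485/Em 531) read after 60min RT, normalized to NEM inhibition, concentration-response curves fitted.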
KCNH2 WT inh: blocks the wildtype human KCNH2 potassium channel; 340,000 tested, 0.37% active; U2OS, BacMam KCNH2, thallium flux FluxOr; stronger effect = lower value; Q12809; activity change, % at 1.84 µM;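 active = maximum activity change below -70%; inconclusive = maximum activity change between -70% and -50%; inactive = maximum activity change above -50%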; also: % is scaled to controls: 0 for no effect and ±100 for the full control effect
Target sequence (Q12809 whole entry, looked up): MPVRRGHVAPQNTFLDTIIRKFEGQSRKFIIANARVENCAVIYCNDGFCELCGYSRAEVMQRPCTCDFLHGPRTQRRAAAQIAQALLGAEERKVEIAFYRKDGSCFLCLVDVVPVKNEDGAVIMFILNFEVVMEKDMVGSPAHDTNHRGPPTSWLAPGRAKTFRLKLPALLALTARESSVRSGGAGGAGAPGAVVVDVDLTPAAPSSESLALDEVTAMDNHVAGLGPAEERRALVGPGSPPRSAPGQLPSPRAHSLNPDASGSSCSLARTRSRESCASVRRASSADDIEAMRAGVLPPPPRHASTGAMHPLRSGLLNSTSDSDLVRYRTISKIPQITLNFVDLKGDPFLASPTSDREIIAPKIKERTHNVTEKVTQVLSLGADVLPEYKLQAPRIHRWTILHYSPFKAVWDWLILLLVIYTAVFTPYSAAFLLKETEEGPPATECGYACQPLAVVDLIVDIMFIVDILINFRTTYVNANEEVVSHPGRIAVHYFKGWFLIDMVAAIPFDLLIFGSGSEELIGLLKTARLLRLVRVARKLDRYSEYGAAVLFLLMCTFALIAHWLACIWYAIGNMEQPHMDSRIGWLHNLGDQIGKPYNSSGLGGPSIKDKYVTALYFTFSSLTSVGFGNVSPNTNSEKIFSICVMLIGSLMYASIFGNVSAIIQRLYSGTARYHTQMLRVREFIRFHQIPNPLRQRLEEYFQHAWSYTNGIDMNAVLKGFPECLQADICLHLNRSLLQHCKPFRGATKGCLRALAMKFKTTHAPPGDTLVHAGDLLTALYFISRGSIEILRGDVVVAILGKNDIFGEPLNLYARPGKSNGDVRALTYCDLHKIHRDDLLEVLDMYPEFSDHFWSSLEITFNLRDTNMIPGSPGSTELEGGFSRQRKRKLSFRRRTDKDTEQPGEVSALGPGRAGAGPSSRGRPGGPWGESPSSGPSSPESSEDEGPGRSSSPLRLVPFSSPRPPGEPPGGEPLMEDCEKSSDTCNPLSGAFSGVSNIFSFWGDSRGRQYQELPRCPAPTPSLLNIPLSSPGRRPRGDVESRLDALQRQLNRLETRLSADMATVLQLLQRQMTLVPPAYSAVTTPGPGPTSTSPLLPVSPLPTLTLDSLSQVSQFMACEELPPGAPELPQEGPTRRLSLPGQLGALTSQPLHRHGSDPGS
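U2OS cells were transduced with wild-type KCNH2 virus (2.03 x 10^8 / mL) for 4 h at room temperature, then cultured overnight at 37 C. Thallium flux was read with FluxOr dye. Rate constants were normalized to DMSO controls.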
GALK inh: galactokinase (human) inhibition; Purified GALK, Kinase-Glo residual ATP luminescence; AID 1868; 270,000 tested, 0.007% active; P51570; Potency, µM (top dose mostly 57.5 µM), inactives show at the top dose activity change, negative = inhibition, usual class: inhibitors; also: potency is read from the fitted curve at half-maximal effect; % is scaled to controls: 0 for no effect and ±100 for the full control effect
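5 nM enzyme, 35 uM ATP, 100 uM galactose, 20 mM HEPES pH8.0, 5 mM MgCl2; 1 h RT; residual ATP by Kinase-Glo Plus luminescence, qHTS format.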
CXXC DNA block: inhibitors of human MLL CXXC domain-DNA interaction. MLL-CXXC / FITC-HOXA9 DNA fluorescence polarization. 290,000 tested, 0.037% active. Potency, µM (titrated, usually from 115 µM), for inactives: at the highest dose activity change, negative = inhibition, most hits filed as inhibitors. Q03164. AID 2662; active = well fitted inhibition curve with a large enough effect in the polarisation, with a control signal flat, not every such curve was filed as active; inconclusive = small, poorly fitted or top-dose-only effect, or effect the other way, or a change in a side signal; inactive = no such curve, though single readings can be large or run the other way; the % refers to the polarisation; also: potency is read from the fitted curve at half-maximal effect
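Fluorescence polarization: 7 uM MLL-CXXC (stock) preincubated 5 min with compounds, then 50 nM fluorescein-HOX-A9 DNA (stock) added; 30 min ambient. Buffer 50 mM Tris-HCl pH 7.5, 50 mM NaCl, 1 mM DTT, 0.05% BSA.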
Giardia killer: kills Giardia lamblia. Giardia lamblia trophozoite viability. activity change, % at 7.66 µM, hits read low. 340,000 tested, 0.15% active. AID 540267; in the data active = activity change below about -80%; inconclusive = between about -30% and that limit;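 also: parasites exposed to compound for two days anaerobically before the ATP read; % is scaled to controls: 0 for no effect and ±100 for the full control effect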
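Luminescent ATP signal served as the viability read-out, measured 15-30 min after adding ATP detection reagent to trophozoites that had been incubated with compounds for 48 hrs at 37 deg C anaerobically at 100 cells/well.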
Menin MLL FP TR: inhibitors of human menin-MLL interaction, mutant MLL peptide. O00255. Potency, µM (highest dose often 61.6 µM), for inactives: at the top dose FP activity change, negative = inhibition, usual class: inhibitors. Menin + Texas Red MLL mutant peptide, fluorescence polarization. 270,000 tested, 0.23% active; active = well fitted inhibition curve with a large enough effect in the polarisation, with a control signal flat, not every such curve was filed as active; inconclusive = small, poorly fitted or top-dose-only effect, or effect the other way, or a change in a side signal; inactive = no such curve, though single readings can be large or run the other way; the % refers to the polarisation; also: potency is read from the fitted curve at half-maximal effect; % of control where 0% means no effect; many of its hits are not listed in these tables
B2AR arrestin: recruits beta-arrestin to the human beta2-adrenergic receptor. P07550. beta-arrestin recruitment to beta2AR, cell-based reporter. 330,000 tested, 0.02% active. Potency, µM (highest dose often 46.1 µM), without a hit: at the highest dose activation, usual class: activators. AID 492947;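 also: potency is read from the fitted curve at half-maximal effect; 0% = DMSO controls and full agonism = EC100 isoproterenol or metaproterenol; nearly all actives have a fitted effect of over 65% in size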
KCNH2 3.1 block: blocks the human KCNH2 3.1 channel isoform; U2OS KCNH2 3.1, thallium flux FluxOr; stronger effect = lower value; activity change, % (tested at about 1.8 µM); 340,000 tested, 0.95% active;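 active = maximum activity change below -70%; inconclusive = maximum activity change from -70% to -50%; inactive = maximum activity change above -50%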;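 also: thallium influx rate constant from kinetic fluorescence after stimulation buffer; % is scaled to controls: 0 for no effect and ±100 for the full control effect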
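Channel expression came from 3.1 mutant virus (1.77 x 10^8 /mL) applied to suspended U2OS cells for 4 h. Flux was tracked with FluxOr dye plus Red40 quencher, and kinetic rate constants normalized to controls.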
FBPA coupling cs: counter-screen for Giardia aldolase inhibitors: coupling enzyme system; coupling enzyme system counterscreen, AmpLite Red fluorescence; activity change, negative = inhibition, % at 58.2 µM, hits read low; 290,000 tested, 0.67% active; in the data active = activity change below about -30%; also: % is scaled to controls: 0 for no effect and ±100 for the full control effect
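Coupling enzymes only (glyceraldehyde-3-phosphate) + compound, at 57.5 uM final, 10 min RT; add substrate/coupling/AmpLite Red mix, 20 min RT; fluorescence ex 525/em 598 nm. Actives flag coupling-system interference.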
PKM2 act: PKM2 (human) enzyme activation; purified PKM2, Kinase-Glo ATP luminescence, activation; response scale: 0% is enzyme alone, no compound; Potency, µM (titrated, usually from 57.5 µM), for inactives: top-dose activation, usual class: activators; 260,000 tested, 0.34% active; P14618; also: potency is read from the fitted curve at half-maximal effect; % is scaled to controls: 0 for no effect and ±100 for the full control effect; nearly all actives have a fitted effect of over 55% in size
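ATP formation by purified human PK-M2, quantified via coupled luciferase luminescence after 1 h at room temperature with 0.1 mM ADP and 0.5 mM PEP final.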
TRPV1 ag: agonists of human vanilloid receptor 1 (TRPV1); Q8NER1; TRPV1-expressing cells, Fluo-8 calcium influx, agonist mode; activation, % at 8.33 µM; 320,000 tested, 0.19% active; in the data active = activation above about 80%; inconclusive = between about 30% and that limit; also: 0% is about no effect
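Fluo-8 calcium influx in TRPV1-expressing cells, kinetic read (ex 480/em 520 nm). Compound added and read 3 min for agonist activity, followed by capsaicin at EC20 final and 2 min further read for enhancement.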
An asterisk follows results filed as active; ? = inconclusive; . = no result given; & = joins results of further samples; [ ] = remark or other dose. Unless noted, calls follow the shape of the dose curve; as a rule, active = well fitted curve in the direction sought with a large enough effect; inconclusive = small, poorly fitted or top-dose-only effect, or another doubt; inactive = no such curve, though single readings can be large; an effect the other way counts as inactive or inconclusive. Not all compounds are listed (hit frequency here may not be typical).

SMILES	USP2a block	KCNH2 WT inh	GALK inh	CXXC DNA block	Giardia killer	Menin MLL FP TR	B2AR arrestin	KCNH2 3.1 block	FBPA coupling cs	PKM2 act	TRPV1 ag
O=C(N/N=C\c1ccc(F)cc1)c1csnn1	3%	0	0%	-2%	-3	-1%	-1.0%	2	1	-2%	-2
COc1ccc2c(=O)c(-c3nc(C)cs3)coc2c1	5%	-13	3%	7%	?	15%	-0.2%	16	0	-25%	11
Clc1ccc(-c2ccccc2)cn1	2%	-5	.	.	-18	.	-0.1%	7	.	.	0
O=C(NCC(=O)N1CCN(C(=O)c2ccco2)CC1)c1ccccc1	-1%	0	-1%	-3%	12	.	-0.5%	-16	.	0%	-2
CC(NC(=O)NC(=O)c1cccc(Cl)c1)c1ccccc1 (stereo unspecified)	2%	-17	-7%	-9%	6	.	-0.9%	15	.	0%	25
Nn1c(SCC(=O)NCc2ccc3c(c2)OCO3)nnc1C(F)(F)F	4%	6	.	.	-13	.	-3.2%	-6	.	.	.
COc1ccc(C(=O)NNC(=O)C(=O)/C=C(\O)c2ccc(C)cc2)cc1	-9%	3	.	16%	11	16%	0.3%	4	6	.	19
O=C(Nc1ccccc1C(=O)N1CCCCC1)c1ccc(Cl)cc1Cl	-2%	6	0%	-1%	?	.	-0.3%	8	0	.	-2
COCc1ccc(CN2CCc3c([nH]c4ccccc34)C2C(C)(C)C)o1 (stereo unspecified)	-1%	-12	8%	-3%	1	13%	0.3%	-5	2	3%	-3
O=c1[nH]c(CSc2ncnc3sccc23)nc2cc(C(F)(F)F)ccc12	?	-2	1%	-8%	3	.	0.2%	23	-3	-10%	5
Cc1cc(C)cc(NC(=O)c2ccccc2CC[N+](=O)[O-])c1	1%	-13	1%	0%	-6	4%	-0.1%	-17	-7	3%	2
O=C(CSCc1ccccc1F)NCc1ccccc1	1%	0	5%	-2%	4	-13%	0.1%	8	-1	-3%	30
O=c1cc[nH]c2c1ccc1c(=O)cc[nH]c12	2%	-3	-2%	?	-12	-8%	0.2%	5	-2	.	-1
COc1ccc(C)cc1-n1c(SCC(=O)Nc2cc(C)on2)nc2sc(C)c(C)c2c1=O	0%	2	0%	4%	7	0%	-0.9%	2	3	0%	12
CCOc1ncccc1C(=O)Nc1ccc(S(=O)(=O)Nc2cc(C)nc(C)n2)cc1	-4%	5	.	.	-14	.	-0.4%	7	.	.	.
Cc1ccc(C)c(CSc2nc3ccncc3n2CC(=O)Nc2ccc(C)c(C)c2)c1	3%	.	.	31%[activator]	.	14%	-1.0%	.	1	-2%	2
O=C(O)Cc1ccc(NC(=O)c2ccc(Cl)c(Cl)c2)cc1	0%	17	-1%	4%	-6	5%	0.1%	-16	5	-3%	0
Cc1ccc(S(=O)(=O)NCC(=O)OCC(=O)NCc2ccco2)cc1	6%	8	.	.	-11	.	0.2%	-3	.	.	.
CC(/C=N/N1CCN(c2ccccn2)CC1)=C\c1ccccc1	4%	4	0%	5%	9	-27%	-0.4%	-37	-1	-7%	-11
CC1CCCCC1NC(=O)C1CCN(c2c3c(nc4ncnn24)CCC3)CC1 (stereo unspecified)	1%	-5	14%	-6%	-16	?	-0.1%	-10	0	-5%	2
CCOP(=O)(OCC)C(Nc1ccccc1)c1ccccc1C(F)(F)F (stereo unspecified)	1%	33	-4%	15%	3	.	-0.1%	-1	-4	0%	?
Cc1cc(C)cc(NC(=O)c2cccc(C(=O)Nc3cc(C)cc(C)c3)n2)c1	-6%	-17	8%	13%	2	-4%	0.2%	-3	-7	0%	-4
COCCNC(=O)C1CCCN(S(=O)(=O)c2c(C)noc2/C=C/c2cccs2)C1 (stereo unspecified)	1%	-1	-3%	13%	2	.	0.2%	6	2	-1%	12
O=C(CN1CCC(C(O)(c2ccccc2)c2ccccc2)CC1)Nc1cc(Cl)ccc1Cl	0%	11	-2%	7%	13	?	0.1%	-2	7	2%	6
O=C(NC1CCCC1)c1cc(-c2cccc(Cl)c2)on1	1%	-2	17%	-6%	27	-10%	-0.7%	-12	0	3%	13
CN(C)C(CNC(=O)c1c(F)cccc1Cl)c1ccco1 (stereo unspecified)	0%	11	-1%	-1%	4	-11%	0.3%	11	0	0%	-2
O=C(Cc1ccc(S(=O)(=O)N2CCCCC2)s1)Nc1ccc(F)c(F)c1	4%	9	3%	-2%	-8	?	-0.6%	-3	-3	-3%	23
O=C(N/N=C/c1ccc([N+](=O)[O-])cc1)c1ccc(COc2ccccc2-c2ccccc2)cc1	3%	-10	-3%	37%[activator]	-6	?	-1.2%	-48	0	-9%	4
CCN(CC)C(=O)c1sc2nc(Cc3ccccc3)[nH]c(=O)c2c1C	3%	7	1%	?	-24	-1%	0.2%	22	0	4%	0
CCCCCN(C(=O)CCC(=O)OCC(=O)NCc1ccc(OC)cc1)c1c(N)n(CCCC)c(=O)[nH]c1=O	1%	-4	6%	12%	-6	.	-1.2%	11	.	-1%	3
Cc1sc2nc(CN3CCCC3)nc(N3CCN(S(=O)(=O)c4cccs4)CC3)c2c1C	1%	-2	-1%	2%	41[activator]	-9%	0.5%	-26	-1	0%	-2
COc1cccc(NC(=S)N(CCC(C)C)C(C)c2ccncc2)c1 (stereo unspecified)	2%	-22	-1%	-2%	-10	0%	-0.2%	6	6	.	-2
COC(=O)C1CCN(C(=O)c2cc(OC)c(OC)c(OC)c2)CC1	2%	18	6%	1%	4	-2%	-0.8%	5	6	-8%	-2
Cn1c(C(=O)NCCc2ccccc2)cc(=O)n(C)c1=O	1%	4	0%	4%	13	0%	-0.1%	1	2	-15%	-1
O=c1[nH]c(/C=C/c2ccc(Cl)cc2Cl)c([N+](=O)[O-])c(=O)[nH]1	2%	-1	-20%	-29%	-4	?	-0.6%	11	19	-2%	-25
COc1cccc(NC(=O)CN(C)C(=O)c2cc(-c3ccccc3)nn2-c2ccccc2)c1	0%	5	.	.	11	.	-0.6%	-19	.	.	.
O=C(Nc1ccccn1)C12CC3CC(C1)CC(C(=O)Nc1ccccn1)(C3)C2	1%	0	1%	1%	9	13%	0.3%	-4	1	3%	-2
O=C1CCNc2c(Cl)cccc21	5%	16	-1%	-6%	2	.	-0.1%	15	2	0%	2
O=C(O)CCCn1cc(NC(=O)COc2ccc([N+](=O)[O-])cc2)cn1	3%	6	1%	21%	3	1%	-0.1%	1	-1	-1%	-3
O=C1NC[C@@H](Cc2ccc(O)cc2)N(CCc2cccc3ccccc23)C1=O	2%	23	0%	-17%	-8	.	0.2%	-3	-3	-8%	-3
Cc1cccnc1NC(=O)CCCN1C(=O)c2ccccc2C1=O	-2%	-1	-3%	3%	-3	3%	-0.1%	-13	0	-2%	1
CN1CCN(C(=O)c2ccccc2NC(=O)c2ccccc2)CC1	0%	-1	-2%	0%	9	.	0.0%	-18	.	0%	1
COc1cc2c(cc1NC(=O)/C=C/c1cc(OC)c(OC)c(OC)c1)oc1ccccc12	1%	-7	0%	-3%	0	-16%	-0.8%	-87*	0	-11%	3
c1cncc(-c2ccc3[nH]ccc3c2)c1	-6%	-2	.	.	-1	.	0.2%	-12	.	.	2
CCc1nnc2c(N(C)S(=O)(=O)c3ccc(C)cc3)nc3ccccc3n12	3%	7	-1%	-2%	-7	-17%	-0.2%	3	-1	.	-3
CC(=O)Nc1ccc(S(=O)(=O)Oc2ccc3c(c2)C(C)=CC(C)(C)N3)cc1	0%	.	0%	8%	.	?	-0.9%	.	-4	24%	1
COc1ccc(C2/C=C\CN(C(=O)C3CC3)CC(=O)N2Cc2ccc(F)cc2)cc1 (stereo unspecified)	7%	25	-4%	-2%	-21&-3	-13%	-0.1%	8	3&5	-1%	7
CCn1ccnc1CN(C)C(=O)c1cc(COc2ccccc2SC)on1	0%	39	2%	-12%	14	-12%	-0.6%	.	0	-3%	3
N/C(=N\O)c1ccc(NC(=O)c2ccc(Br)o2)cc1	1%	23	1%	1%	-3	5%	0.3%	-17	0	-8%	21
CC(=O)Nc1ccc(NC(=O)C2CCCN2S(=O)(=O)c2cccc3nsnc23)cc1 (stereo unspecified)	3%	1	1%	19%	-15	-19%	0.2%	8	-2	-11%	8
Cc1ccc(S(C)(=O)=O)cc1C(=O)Nc1cccc(S(=O)(=O)N2CCCCCC2)c1	3%	30	.	.	6	.	0.1%	?	.	.	-4
CCn1c(=O)c2c(nc3n2CC(C)CN3CCc2ccccc2)n(C)c1=O (stereo unspecified)	-1%	0	4%	3%	1	-3%	-0.7%	-7	-1	5%	21
Cc1ccc(NC(=O)CN2c3cccc4cccc(c34)S2(=O)=O)cc1	-27%	-10	.	.	-1	.	8.3%	5	.	.	.
